CHO parental Ca: counter-screen for OX1R antagonists: effect in parental CHO cells; parental CHO-K1, ATP-induced calcium, Fluo-8 fluorescence; inhibition, % at 5.6 µM; 330,000 compounds, 0.63% hits; AID 463079;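 active = inhibition above that plate's mean sample inhibition plus 3 SD, cut at about 26% in these data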;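 also: 0% = ATP-challenged DMSO wells and 100% = DMSO wells without ATP; some compounds past the cut are filed as inactive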
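Test system: parental CHO cells; detection: calcium-sensitive Fluo-8 fluorescence; evaluation: percent inhibition of calcium signal; also added: ATP as calcium-mobilizing challenge; repeats: one well per compound; control set: ATP-challenged DMSO wells low, unchallenged DMSO wells high; compound: single nominal dose of 5.6 µM per compound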
M1 ag: activates human CHRM1 receptor. P11229. CHO-K1 hM1, Fluo-8 calcium fluorescence, agonist mode; 0% DMSO, 100% acetylcholine EC100. activation, % at 3 µM. AID 588814. 360,000 compounds, 0.33% hits;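 active = activation above the run's mean compound activation plus 3 SD, cut at about 16% in these data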;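 also: peak over basal fluorescence ratio within a 140 s kinetic read after compound addition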
CHRM1 PAM: potentiates human M1 receptor response to acetylcholine | CHO-K1 hM1, Fluo-8 calcium fluorescence, ACh EC20; 0% = ACh EC20, 100% = maximal ACh | 360,000 compounds, 0.088% hits | activation, % at 3 µM | AID 588819; in the data active = activation above about 19%, passing the limit was not always enough
TAAR1 antagonist: antagonists of human TAAR1. Q96RJ0. CHO RD-HGA16 TAAR1, Fluo-8 calcium fluorescence, antagonist. inhibition, % at 3 µM. 360,000 compounds, 1.5% hits;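 active = inhibition above a per-plate cutoff, the mean inhibition of test compounds on that plate plus 3 SD, cut at about 49% in these data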;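 also: 0% = DMSO plus EC80 beta-PEA response and 100% = DMSO alone without agonist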
Target sequence (Q96RJ0 whole entry, looked up): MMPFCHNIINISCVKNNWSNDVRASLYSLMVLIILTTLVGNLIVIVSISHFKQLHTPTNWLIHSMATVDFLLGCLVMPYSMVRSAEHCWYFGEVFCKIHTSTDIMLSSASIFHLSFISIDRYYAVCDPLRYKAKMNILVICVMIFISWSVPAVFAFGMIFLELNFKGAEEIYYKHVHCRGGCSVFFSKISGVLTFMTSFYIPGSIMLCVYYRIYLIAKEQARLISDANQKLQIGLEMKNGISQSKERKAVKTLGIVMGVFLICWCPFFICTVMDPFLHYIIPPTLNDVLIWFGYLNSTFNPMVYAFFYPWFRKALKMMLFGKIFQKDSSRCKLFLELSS
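Assay system: CHO-derived RD-HGA16 cells stably expressing human TAAR1 plus Gα16. Timing: 140 s kinetic read after compound, 140 s after agonist. Technique: kinetic Fluo-8 calcium fluorescence measurement. Measure: % inhibition of agonist calcium response.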
OXTR ag: human OXTR agonism | P30559 | CHO-OTR cells, Fluo-8 calcium fluorescence; normalized: DMSO 0%, oxytocin 100% | activation, % at 3 µM | 320,000 compounds, 0.32% hits | AID 2435;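 active = activation above the mean of all tested compounds plus 3 SD, cutoff set per screening run, cut at about 20% in these data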;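 also: peak over basal fluorescence ratio from a 100 s FLIPR kinetic read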
TAAR1 agonist: agonists of human TAAR1. CHO RD-HGA16 TAAR1, Fluo-8 calcium fluorescence; vehicle wells 0%, saturating PEA agonist 100%. activation, % at 3 µM. Q96RJ0. AID 624467. 360,000 compounds, 0.99% hits;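 active = activation above the mean activation of all test compounds in the run plus 3 SD, cut at about 38% in these data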
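Assay system – CHO-derived RD-HGA16 cells with stable Gα16 and human TAAR1 · Compound dosing – one-point dosing at 3 µM (nominal) · Incubation – 17-24 h seeding, 75 min 37 °C dye, 30 min RT · Measured by – kinetic Fluo-8 calcium fluorescence · Control set – DMSO vehicle as 0%, PEA at EC100 as 100% · Repeats – single well for each compound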
M1 antag: human CHRM1 antagonism | P11229 | inhibition, % at 3 µM | CHO-K1 hM1, Fluo-8 calcium fluorescence, ACh EC80 antagonist | 360,000 compounds, 1.3% hits | AID 588852;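 active = percent inhibition above its own plate's cutoff, namely the mean of that plate's compound wells plus 3 SD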;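 also: peak over basal fluorescence ratio during 140 s after agonist addition; 0% = ACh EC80 plus DMSO and 100% = DMSO alone without agonist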
V1aR counter: activates human V1a receptor in oxytocin agonist counter-screen. activation, % at 3 µM. CHO-V1R cells, Fluo-8 calcium fluorescence, agonist mode; 0% DMSO, 100% 3 nM vasopressin. P37288. 320,000 compounds, 0.25% hits;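 active = activation above the mean activation of all tested compounds plus 3 SD, per screening run, cut at about 20% in these data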;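 also: signal is peak over basal fluorescence ratio across a 100 second FLIPR read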
Target sequence (P37288 whole entry, looked up): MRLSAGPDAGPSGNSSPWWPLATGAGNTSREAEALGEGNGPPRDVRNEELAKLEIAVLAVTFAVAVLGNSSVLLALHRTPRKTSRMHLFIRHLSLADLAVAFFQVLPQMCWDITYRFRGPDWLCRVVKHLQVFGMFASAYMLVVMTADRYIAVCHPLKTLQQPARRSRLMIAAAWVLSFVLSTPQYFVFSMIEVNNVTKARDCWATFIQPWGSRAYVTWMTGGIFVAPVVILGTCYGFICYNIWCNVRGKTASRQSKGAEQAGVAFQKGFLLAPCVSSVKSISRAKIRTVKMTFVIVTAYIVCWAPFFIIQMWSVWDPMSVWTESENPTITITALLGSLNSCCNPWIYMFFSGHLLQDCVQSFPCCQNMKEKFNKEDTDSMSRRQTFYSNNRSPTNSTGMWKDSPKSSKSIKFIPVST
OXTR potentiate: human OXTR potentiation; P30559; CHO-OTR cells, Fluo-8 calcium fluorescence, potentiator mode; 0% = oxytocin EC15, 100% = EC100; activation, % at 3 µM; 320,000 compounds, 0.061% hits;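 active = activation above that plate's cutoff, the mean activation of tested compounds plus 3 SD, cut at about 6.6% in these data, passing the limit was not always enough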;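 also: 100% uses oxytocin at 75 nM as the full agonist control; some results filed as inactive read as strong as hits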
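Assay system: CHO-OTR cells, human receptor / Also added: oxytocin at about EC15, sub-maximal agonist stimulus / Dosing: single dose, 3.0 µM nominal final compound concentration / Incubation: 6 min pre-incubation, 100 s read / Technique: Fluo-8 calcium dye fluorescence / Read-out: % activation vs EC15 and EC100 oxytocin / Benchmarks: EC15 oxytocin low, 75 nM oxytocin high / Replicates: singlicate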
Starred values were filed as active, the others as inactive; . = not tested or not shown; & = joins results of further samples; ! = a repeat was not active.

Second line of a record: CHO parental Ca, M1 ag, CHRM1 PAM, TAAR1 antagonist, OXTR ag, TAAR1 agonist, M1 antag, V1aR counter, OXTR potentiate
Cc1ccc(CNC(=O)CCS(=O)(=O)c2ccc(C)cc2)cc1
  -6, -3, 0, -10, -1.6, 1, 10, -0.9, 1
O=C(COC(=O)COc1ccc(Cl)cc1)NCCNC(=O)COC(=O)COc1ccc(Cl)cc1
  -13, 7, -3, 21, 8.5, 8, -8, 5.3, -21
CCOc1ccc(S(=O)(=O)c2c(C(=O)c3ccc(C)cc3)cnc3cc4c(cc23)OCCO4)cc1
  0, -5, 10, -28, -0.5, 2, -3, 0.9, -3
Cc1nn(C)c(C)c1CNC(=O)c1cc2n(n1)C(C(F)(F)F)CC(c1cccs1)N2 (stereo not drawn)
  10, -1, -7, 10, 7.2, 3, 5, 7.9, -8
CC1CCCCC12NC(=O)N(CC(=O)N(C)Cc1nc3ccccc3c(=O)[nH]1)C2=O (stereo not drawn)
  3, -2, 17, 21, 0.0, -1, -18, -0.5, -6
Cc1ccc(S(=O)(=O)Nn2cnnc2)cc1
  -5, -3, -3, -17, 0.2, 1, 8, 0.9, -12
Cc1c(C(=O)Nc2ccc3c(c2)OCCO3)sc2ncnc(N3CCCCC3C)c12 (stereo not drawn)
  -12, 2, 7, 26, -1.4, 0, 7, -0.5, -13
Cc1ccc(CNC(=O)c2ccc(-n3cccc3)cc2)cc1
  ., -3, 0, -23, ., 1, -10, ., .
Fc1ccc2[nH]c3c(NCCN4CCOCC4)ncnc3c2c1
  -1, -1, 8, ., 2.9, ., -5, 4.5, -11
O=C(c1ccncc1)N(c1ccc(N2CCOCC2)cc1)C(c1ccccc1)c1nc2ccccc2[nH]1 (stereo not drawn)
  ., -5, 4, 7, ., 1, 1, ., .
C#CCOc1nc(Nc2cccc([N+](=O)[O-])c2)nc(OCC#C)n1
  -17, -11, 3, 18, -3.1, 1, -5, -0.7, -20
CN(C)S(=O)(=O)c1ccc(Cl)c(NC(=O)COC(=O)c2ccc(O)cc2)c1
  -12, 1, 5, -2, 9.5, 4, -1, 8.2, -7
Cc1ccccc1OCCOc1ccccc1C=C(C#N)C#N
  6, ., ., ., -1.8, ., ., -0.3, 3
CCN1CCC(O)(C(C(=O)O)c2ccccc2)CC1 (stereo not drawn)
  ., 2, 9, -4, ., 8, -8, ., .
Cc1cc(N2C(=O)C3CC=CC(C)C3C2=O)no1 (stereo not drawn)
  -1, -2, -4, -7, 1.4, 3, 11, -0.3, -1
CCOc1ccc(/C=N/NC(=O)CNC(=O)c2ccc(S(=O)(=O)N3CCOCC3)cc2)cc1
  4, -9, 9, 5, -0.2, -1, -3, -0.5, -3
CCOc1cc(/C=C(\C#N)C(=O)Nc2cccc(C(=O)O)c2)ccc1OCc1ccccc1Cl
  -6, -2, 5, 0, -2.0, 1, -13, -1.4, -3
Cc1nn(C2CCS(=O)(=O)C2)c2nc(C3CC3)cc(C(=O)Nc3cccc(C#N)c3)c12 (stereo not drawn)
  ., -3, -1, 17, ., 5, -3, ., .
CCCCN(C)C1=CC2=CC(=C(C#N)C#N)CCC2CC1 (stereo not drawn)
  101*, 670*, -28, 108*, 771*, 992*, 101*, 873*, -23
Cc1nn(CC#N)c(=O)n1-c1ccccc1
  4, -4, -1, 1, 0.0, 2, -18, 1.4, -9
CCOc1ccc2nc(NC(=O)C(NS(=O)(=O)c3cccc4nsnc34)C(C)C)sc2c1 (stereo not drawn)
  -21, -10, -1, -5, -1.8, -1, -3, -1.3, 1
COc1ccc(CCN2C(=O)c3[nH]nc(-c4ccccc4O)c3C2c2ccc(C)cc2)cc1OC (stereo not drawn)
  -22, -2, 6, 30, 0.4, 4, 0, -0.6, -6
CCCC[C@@H]1CN=C(N)N1CC(C)(C)C
  -11, -7, 4, -2, 0.1, 13, -5, -0.4, -16
COc1cccc(-n2cnc3scc(-c4cccs4)c3c2=O)c1
  -19, -5, -5, 3, -1.5, 3, -10, -1.2, -8
CCCS(=O)(=O)c1nc(S(=O)(=O)c2ccc(C)cc2)c(NCc2ccco2)s1
  -14, -9, 5, -32, -1.8, 3, -1, 1.0, -10
CC(=O)OC(C(=O)NC1CCCCC1)c1ccc(Cl)c(Cl)c1 (stereo not drawn)
  -10, -4, 2, -1, -1.0, 7, 5, -1.4, -8
CC(=O)c1c(C)nc(-c2ccccc2)nc1N
  6, -6, 9, 7, 0.4, 2, -2, 0.0, -9
Cc1ccc(C)c(NC(=S)NNC(=O)c2ccc(Br)o2)c1
  -5, 2, -1, -2, 2.0, 11, -3, 1.6, -3
Cc1cc(C)c(NC(=O)CN2CCN3CCCC3C2)c(C)c1 (stereo not drawn)
  8, 5&-6, 29*!, -4&0, 0.8, 1&3, -20&1, 1.1, 0
CCN(CC)C(=O)CSC1=C(C#N)C(c2cccs2)C=C(C)N1 (stereo not drawn)
  -14, -7, 1, 13, 0.1, 4, -17, 0.2, -14
C=CCOc1ccc2c(c1)CCC1C2CCC2(C)C(O)C(O)CC12 (stereo not drawn)
  ., 1, 7, 43, ., 5, -16, ., .
Cc1cc(C)c(S(=O)(=O)Nc2cccnc2)c(C)c1
  -10, -6, 2, -4, 0.8, 2, -8, 0.4, -2
O=C1CSC(c2cccc(F)c2)N1c1ccccc1F (stereo not drawn)
  -19, -4, 4, -9, -1.8, 2, -10, 0.0, -2
Cn1c2c(c(=O)n(C)c1=O)C(CC(=O)Nc1ccc(F)cc1)C(=O)N2 (stereo not drawn)
  -5, -1, 8, 16, 2.1, 11, -6, 0.8, 1
CC(=O)c1cccc(NC(=O)C(OC(=O)/C=C/c2ccc3c(c2)OCO3)c2ccccc2)c1 (stereo not drawn)
  -5, -4, -4, 3, -0.7, 5, 4, 4.3, -13
CC(=O)Nc1ccc(NC(=O)CSc2nncn2C)cc1
  0, -3, 10, -1, 0.7, 1, -22, 0.8, 4
Cc1c(Cl)cccc1NC(=O)Nc1cccnc1
  -4, 4, 14, -3, -1.0, 29, -9, 0.7, -5
CNc1ccc(N=Nc2cccc3ncccc23)cc1
  ., -4, -4, -4, ., -3, -5, ., .
N#Cc1ccccc1S(=O)(=O)N1CCN(C(=O)C2CCCCC2)CC1
  -8, 6, 14, 11, 0.6, 6, -1, 1.2, -1
CSc1ccc(S(=O)(=O)N2CCC(C(=O)NCc3ccccn3)CC2)cc1
  -3, -2, 17, -1, -0.2, 2, -29, 0.3, -8

Part of the list above, showing only V1aR counter, TAAR1 agonist and M1 ag:
| canonical_smiles | V1aR counter | TAAR1 agonist | M1 ag |
| --- | --- | --- | --- |
| CC(=O)Nc1ccc(NC(=O)CSc2nncn2C)cc1 | 0.8 | 1 | -3 |
| CCN(CC)C(=O)CSC1=C(C#N)C(c2cccs2)C=C(C)N1 (stereo not drawn) | 0.2 | 4 | -7 |
| Cc1cc(C)c(NC(=O)CN2CCN3CCCC3C2)c(C)c1 (stereo not drawn) | 1.1 | 1&3 | 5&-6 |

(more compounds)
Second line of a record: CHO parental Ca, M1 ag, CHRM1 PAM, TAAR1 antagonist, OXTR ag, TAAR1 agonist, M1 antag, V1aR counter, OXTR potentiate
CC(=O)c1cc2c(cc1N)OCO2
  -2, -6, 5, -4, 0.4, 3, -5, 3.7, 4
N#CCCN1CCC(NC(=O)OCc2ccccc2)CCC1=O (stereo not drawn)
  6, 5, 23, 5, 0.9, 6, -20, 1.0, -10
COc1nc(-c2ccccc2)ccc1-c1noc(COc2ccccc2)n1
  22, -2, -1, 7, 2.7, 4, 10, 3.1, -24
Cc1ccc(SCC(=O)c2ccc[nH]2)cc1
  -7, -5, 3, -17, 0.3, 2, -4, 1.4, -9
N#CCCn1cc(C(=O)CN2C(=O)NC3(CCc4ccccc43)C2=O)c2ccccc21 (stereo not drawn)
  ., -1, 1, 0, ., 3, -8, ., .
COc1ccc(C(=O)N[C@H](C(=O)NC2CCCCC2)C(C)C)cc1
  -5, -2, -3, 11, 0.1, 0, 6, 1.1, 5
Cc1onc(-c2ccccc2Cl)c1C(=O)OCn1nnc2ccccc2c1=O
  -6, -5, -14, -11, 2.9, 6, 4, 3.0, -8
CC(=O)N1C(=O)NC2=C(C(=O)CCC2)C1c1cccc([N+](=O)[O-])c1 (stereo not drawn)
  -8, -8, 13, 6, 0.5, -2, -6, 1.2, -7
Cc1cccc(NC(=O)NCc2ccc3[nH]c(C)cc3c2)c1
  -15, 2, 5, 18, 0.7, 2, -12, 0.9, -2
COc1ccc(NC(=S)Nc2ccc(S(N)(=O)=O)cc2)c(C)c1
  -11, -8, 5, 0, -0.1, 6, -6, 0.1, -7
CCOC(=O)C(NC(C)=O)(NC(C)C)C(F)(F)F (stereo not drawn)
  -17, -2, 1, -7, 0.3, -1, -1, -1.4, -8
COc1ccc(-c2cc(C(F)F)n3ncc(C(=O)Nc4cccc(S(=O)(=O)N5CCOCC5)c4)c3n2)cc1
  -19, -4, 11, -3, -0.4, 14, -6, 0.8, -18
CN(C)c1ccc(-c2c(-c3ccc4c(c3)OCO4)noc2-c2ccsc2)cn1
  -26, -7, 3, ., -0.6, ., 1, 1.6, -11
COc1ccc(NC(=O)CN(c2ccc(C)cc2)S(=O)(=O)c2c(C)nn(C)c2C)cc1OC
  -18, -7, 5, -4, -0.8, 7, 0, 0.0, -3
CCOc1ccc(CNc2ccc(CNc3ncn[nH]3)cc2)cc1
  -17, -4, 5, 10, 1.2, 6, -6, 1.2, -16
COc1ccc(CNC(=O)Cn2nc(C(F)(F)F)cc2C)cc1
  -3, -6, 7, 0, 0.5, 1, -9, 0.9, 1
COc1cc(/C(O)=C(\C#N)c2nc3ccccc3[nH]2)cc(OC)c1OC
  ., -4, 2, 29, ., 10, -17, ., .
Cc1nn(CC(=O)O)c(=O)c2ccccc12
  7, -6, 9, 8, 0.3, 10, -7, -0.5, -2
COc1ccc(CN2CCN(c3cc(C)nc4c5c(C)cc(C)nc5nn34)CC2)cc1F
  -15, -5, -4, -23, -2.0, 3, 2, -1.2, -2
COc1ccc(C(=O)Nc2ccc3ccccc3n2)cc1OC
  -17, -3, 11, 3, -0.2, 10, -10, -0.4, -2
COc1ccccc1CC(=O)Nc1ccc2c(C)cc(=O)oc2c1
  -6, -4, 0, 12, 0.2, 0, -4, 1.0, -3
CCOC(=O)CSc1nnc(NCC(=O)OC(C)C)c(=O)[nH]1
  -4, -3, 5, 3, -0.2, 13, -24, -0.4, -10
OCCN1CCN(c2ncnc3c2ncn3[C@H]2CN(Cc3ccncc3)C[C@@H](CO)O2)CC1
  ., -2, 7, -5, ., 1, -11, ., .

Source: PubChem BioAssay
